AMA1-RON2 inh = qHTS for Inhibitors of AMA1-RON; Towards Development of Antimalarial Drug Lead: Primary Screen; Plasmodium falciparum AMA1 (3D7) - RON2 peptide interaction; AlphaScreen AMA1-biotinylated RON2 peptide binding; Potency, µM (series often up to 58.2 µM), without a hit: at the top dose activity change, negative = inhibition, most hits filed as inhibitors; 360,000 compounds, 0.2% hits;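 note: potency is the fitted concentration of half-maximal effect; 0% = vehicle wells and -100% = peptide control; nearly all actives have a fitted effect of over 45% in size; some results filed as inactive show a strong effect at the top dose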
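AMA1 (3D7) with his tag at 25 nM final met compounds first, then biotinylated RON2 peptide at 25 nM; detection used donor plus acceptor beads, 10 µg/mL apiece, read by AlphaScreen after 30 min at room temperature.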
LmPK inh = qHTS Assay for Inhibitors of Leishmania Mexicana Pyruvate Kinase (LmPK). purified LmPK, Kinase-Glo ATP luminescence, 1 h. Potency, µM (doses to about 57.5 µM), for inactives: at the highest dose activity change, negative = inhibition, usual class: inhibitors. 290,000 compounds, 0.37% hits. AID 1721, 2009; note: potency is the fitted concentration of half-maximal effect; % is set by controls: 0 for no effect and ±100 for the full control effect
Target sequence (Q27686 whole entry, looked up): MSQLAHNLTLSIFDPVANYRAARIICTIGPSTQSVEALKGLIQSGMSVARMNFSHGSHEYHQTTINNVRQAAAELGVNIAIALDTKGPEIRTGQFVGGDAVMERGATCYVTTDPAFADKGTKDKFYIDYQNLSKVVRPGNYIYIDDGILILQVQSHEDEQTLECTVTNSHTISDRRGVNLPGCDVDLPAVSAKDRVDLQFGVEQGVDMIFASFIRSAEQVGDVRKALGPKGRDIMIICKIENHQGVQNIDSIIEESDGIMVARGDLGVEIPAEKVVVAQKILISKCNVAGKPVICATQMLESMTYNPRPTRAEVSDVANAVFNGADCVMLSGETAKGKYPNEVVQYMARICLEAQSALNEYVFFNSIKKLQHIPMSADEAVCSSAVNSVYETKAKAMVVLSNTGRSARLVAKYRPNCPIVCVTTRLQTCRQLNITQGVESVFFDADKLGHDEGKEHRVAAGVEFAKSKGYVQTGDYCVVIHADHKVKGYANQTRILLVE
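In 50 mM imidazole pH 7.2 with 7 mM MgCl2, LmPK (0.1 nM) turned over PEP (0.5 mM) and ADP (0.1 mM) for 1 h at room temperature. Luciferase read-out of ATP.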
Shiga toxin inh = A qHTS for Small Molecule Inhibitors of Shiga Toxin. 290,000 compounds, 9.2% hits. inhibition, % at 38.7 µM. Vero cells, Shiga toxin protein synthesis inhibition reporter; in the data active = inhibition mostly above about 28%, no sharp cut-off; inactive = mostly below about 43%; note: 0% is about no effect
TbPYK inhibitor = qHTS of Trypanosoma Brucei Inhibitors | pyruvate kinase (Trypanosoma brucei), Q57TT1 | TbPYK enzyme, Kinase-Glo Plus ATP luminescence, 45 min | Potency, µM (titrated, usually from 76.8 µM), inactives show at the top dose activity, negative = inhibition, most hits filed as inhibitors | 410,000 compounds, 0.12% hits; note: potency is the fitted concentration of half-maximal effect; % is set by controls: 0 for no effect and ±100 for the full control effect; nearly all actives have a fitted effect of over 50% in size
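Luminescence from Kinase-Glo Plus, added after a 45-minute room-temperature reaction, served as the end-point read-out. The enzyme and substrate were preincubated with compound before ADP (130 uM final) initiated turnover. Concentration-effect curves came from normalized qHTS data.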
Pf growth 96h = Primary qHTS for delayed death inhibitors of the malarial parasite plastid, 96 hour incubation. AID 504834, 2011. P. falciparum luciferase reporter growth, 96 h. 320,000 compounds, 6.9% hits. Potency, µM (highest dose often 28.7 µM), for inactives: top-dose activity change, negative = inhibition, most hits filed as inhibitors; note: potency is the fitted concentration of half-maximal effect; % is set by controls: 0 for no effect and ±100 for the full control effect
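Readout is luminescence from an integrated firefly luciferase in P. falciparum. Red cells, 2% hematocrit and 0.05% parasitemia final, were cultured with compound through two parasite generations (96 hours) at 37 C, 5% CO2.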
Cycloheximide cs = Cycloheximide Counterscreen for Small Molecule Inhibitors of Shiga Toxin. cell reporter, cycloheximide protein synthesis inhibition counterscreen. max response, %. 300,000 compounds, 12% hits; in the data active = max response mostly above about 13%, no sharp cut-off; inactive = mostly below about 14%; note: read at 38.3 µM for the half of the compounds with a filed dose; 0% is about no effect
Pf growth 48h = Primary qHTS for delayed death inhibitors of the malarial parasite plastid, 48 hour incubation; P. falciparum luciferase growth in erythrocytes, 48 h; Potency, µM (titrated, usually from 28.7 µM), for the others: at the top dose activity change, negative = inhibition, most hits filed as inhibitors; 310,000 compounds, 5.9% hits; note: potency is the fitted concentration of half-maximal effect; % is set by controls: 0 for no effect and ±100 for the full control effect
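Parasite viability was followed by luminescence of a genomically integrated firefly luciferase. Cultures held 0.1% parasitemia at 2% hematocrit (final), incubated under 5% CO2 at 37 C.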
* = called active by the depositor; u = inconclusive; x = no result given; [ ] = remark or other dose. Unless noted, calls come from the whole dose curve; as a rule, active = well fitted curve in the direction sought with a large enough effect; inconclusive = small, poorly fitted or top-dose-only effect, or another doubt; inactive = no such curve, though single readings can be large; an effect the other way counts as inactive or inconclusive.

SMILES	AMA1-RON2 inh	LmPK inh	Shiga toxin inh	TbPYK inhibitor	Pf growth 96h	Cycloheximide cs	Pf growth 48h
CCOC(=O)c1ccc(NC(=O)C23CCC(C)(C(=O)O2)C3(C)C)cc1 (centres undefined)	-5%	2%	65*	-12%	18%	50*	44%[activator]
COc1ccc(C(=O)c2c3ccc(C(F)(F)F)cc3[n+]([O-])n2CCCC(N)=O)cc1	8%	x	x	-4%	u	x	u
CCOc1ccc(-c2nc(-c3ccccc3C)no2)cc1	x	u	96*	x	-10%	68*	195%[activator]
CSc1nnc(-c2sc3cc(C(F)(F)F)cnc3c2-c2cccnc2)n1C	5%	4%	-30	5%	x	-2	-5%
CCOc1ccc(N(CC(=O)NCc2ccc(F)cc2)C(=O)c2ccco2)cc1	-11%	-5%	28	0%	u	14	-2%
CCCCN(CC)C(=O)Cn1nc(Cc2ccncc2)c2ccccc2c1=O	-16%	2%	-5	1%	0%	-2	u
Cc1ccc(S(=O)(=O)n2ccc(-c3ccc(OCc4c(F)cccc4Cl)cc3)n2)cc1	-4%	7%	4	7%	-109%	1	9.3µM*
NC(=O)c1ccc(NC(=O)CN2CCN(S(=O)(=O)c3ccc4c(c3)OCCO4)CC2)cc1	-11%	x	x	-5%	-20%	x	-21%
CCC1Oc2ccccc2N(CC(=O)NC2CCCCC2C)C1=O (centres undefined)	6%	0%	16	0%	-7%	2	-1%
Cc1nc2cc(Nc3nnc(-c4ccccc4)c4ccccc34)ccc2n1C	-3%	1%	45	10%	64%[activator]	45*	43%[activator]
Cc1ccc(-c2noc(/C=C/c3ccccc3)n2)cc1	40%[activator]	1%	37	-3%	178%[activator]	19*	125%[activator]
Cn1c(=O)c2c(nc(Oc3ccc4c(c3)OCO4)n2Cc2ccc(Br)cc2)n(C)c1=O	8%	0%	24	-4%	-1%	-2	u
O=C(NCCOc1ccccc1F)c1cc([N+](=O)[O-])ccc1N1CCOCC1	15%	2%	-2	1%	u	-2	30%[activator]
CCOC(=O)C1CCN(C(=O)CN2C(=O)c3cccnc3Oc3ccccc32)CC1	-7%	2%	-9	-8%	32%	-2	u
Cc1c(Cl)cccc1-c1ccc(/C=N/n2cnnc2)o1	-2%	8%	-15	-9%	8.3µM*	-3	x
CCc1ccc2oc(-c3ccc(OC)cc3)cc(=Nc3c(C)n(C)n(-c4ccccc4)c3=O)c2c1	-3%	3%	127*	-1%	u	63*	-47%
CC(=O)Nc1cc(C(=O)N2CCN(C)CC2)ccc1Sc1ccc(C)cc1	-3%	-2%	-12	-2%	u	-2	x
COc1ccc(CC(=O)NCC2CCCN(Cc3cccc(C(F)(F)F)c3)C2)cc1 (centres undefined)	26%	6%	48	-11%	159%[activator]	1	0%
Cc1ccc(NC(=O)c2ccc3c(=O)n4c(nc3c2)CCC4)cc1S(=O)(=O)N(C)C	13%	x	x	6%	u	x	u
CC1CCN(C2(O)C(=O)Nc3ccc(Br)cc32)CC1 (centres undefined)	2%	3%	-6	1%	u	-4	-21%
Cc1ccc(S(=O)(=O)N2c3ccccc3-c3c(ssc3=S)C2(C)C)cc1	u	5%	-7	-5%	u	8	u
Cc1cc(NC(=O)c2ccccc2)ncc1NC(=O)c1ccco1	-11%	14µM*	87*	u	x	18*	33%[activator]
CCOc1cc(N2CCOCC2)c(OCC)cc1NC(=O)c1[nH]c(C)c(C(C)=O)c1C	-6%	x	x	1%	u	x	u
O=C(Nc1ccc(Cl)cc1[N+](=O)[O-])c1ccc2c(c1)OCCO2	-3%	-1%	67*	2%	u	40*	136%[activator]
O=C(CCS(=O)(=O)c1ccccc1)NC1CCCCC1	-1%	-8%	90*	0%	u	59*	147%[activator]
O=C(Nc1ccc(C(=O)N2CCOCC2)cc1)c1cccc(Br)c1	u	-14%	69	10%	u	30*	7%
COC(=O)C1=C(c2ccc(OCc3ccccc3)cc2)C[C@@H]2CC[C@H]1N2C(=O)NC1CCN(Cc2ccccc2)CC1	-26%	x	x	-5%	u	x	9.3µM*
COc1ccccc1NS(=O)(=O)c1cccc(C(=O)N/N=C/c2c(C)nn(-c3ccccc3)c2N2CCCC2)c1	-1%	-3%	14	7%	u	-3	u
CN1/C(=C\C(=S)NC(=O)c2cccc(Br)c2)C(C)(C)c2ccccc21	u	0%	2	-7%	12µM*	6	u
COc1ccc(N2CC(C(=O)Nc3ccncc3)CC2=O)cc1 (centres undefined)	-3%	0%	3	-3%	-14%	-1	-1%
COc1ccc(-c2nc3nc(SC)nn3cc2C)cc1F	2%	0%	14	-3%	u	0	34%[5.75 µM]
O=C(NCc1ccc2c(c1)OCO2)C1CC(c2cccc(Br)c2)=NO1 (centres undefined)	-25%	-2%	-3	2%	4%	-1	7%
COc1ccc(-c2cc3onc(-c4c(Cl)cccc4Cl)c3c(=O)n2C)cc1	-2%	x	x	1%	u	x	u
COc1cccc2cc(C(=O)CS(=O)(=O)c3ccc(C(C)(C)C)cc3)c(=O)oc12	-6%	-13%	-13	0%	u	-1	21%
Cc1ccccc1C(=O)Oc1cc(N)n(S(=O)(=O)c2ccccc2)n1	-13%	10%	25	2%	u	-2	6%
CC(C(=O)N1CCCC1)N(c1ccccc1)S(C)(=O)=O (centres undefined)	x	0%	-10	x	u	-1	8%

Full records, looked up by structure. Order of values: AMA1-RON2 inh	LmPK inh	Shiga toxin inh	TbPYK inhibitor	Pf growth 96h	Cycloheximide cs	Pf growth 48h
`COC(=O)C1=C(c2ccc(OCc3ccccc3)cc2)C[C@@H]2CC[C@H]1N2C(=O)NC1CCN(Cc2ccccc2)CC1` in the list: -26%	x	x	-5%	u	x	9.3µM*
`CC(C(=O)N1CCCC1)N(c1ccccc1)S(C)(=O)=O` (centres undefined) in the list: x	0%	-10	x	u	-1	8%
`O=C(NCc1ccc2c(c1)OCO2)C1CC(c2cccc(Br)c2)=NO1` (centres undefined) in the list: -25%	-2%	-3	2%	4%	-1	7%
`COc1ccccc1NS(=O)(=O)c1cccc(C(=O)N/N=C/c2c(C)nn(-c3ccccc3)c2N2CCCC2)c1` in the list: -1%	-3%	14	7%	u	-3	u
`COc1ccc(-c2cc3onc(-c4c(Cl)cccc4Cl)c3c(=O)n2C)cc1` in the list: -2%	x	x	1%	u	x	u

Next part
SMILES	AMA1-RON2 inh	LmPK inh	Shiga toxin inh	TbPYK inhibitor	Pf growth 96h	Cycloheximide cs	Pf growth 48h
CC(C)=CCC1=C(OCC(=O)O)C(=O)c2ccccc2C1=O	-2%	9%	34	-9%	2.9µM*	5	13µM*
O=c1[nH]n2cc(-n3cc([N+](=O)[O-])cn3)cnc2c1Br	-1%	-10%	-8	-1%	55%[activator]	-1	0%
CCCCc1nc2cc(C(=O)N3CCC(OCCOC)CC3)ccc2o1	3%	4%	73*	-1%	9%	28*	10%
CCOC(=O)CSc1nnc(NC(=O)c2ccc3c(c2)OCO3)s1	-2%	-15%	26	5%	33%[activator]	-3	45%[activator]
COc1ccccc1N1CCN(c2nc(N)c(C#N)c(CC#N)c2C#N)CC1	0%	-1%	-6	-1%	u	-1	u
COc1ccccc1NC(=S)N1CCN(c2ccc(F)cc2)CC1	0%	5%	x	-13%	u	-2	0%
CC(=O)NC1C(=O)Nc2c(C)cc(C)cc21 (centres undefined)	-17%	-1%	-17	-14%	36%	-6	16%
CCC(=O)Nc1ccccc1-c1nnn(CC(=O)N2c3ccccc3CC2C)n1 (centres undefined)	-4%	10%	-13	-9%	x	4	x
Cc1nc2ccc(S(=O)(=O)NCC(=O)N3CCOCC3)cc2s1	-11%	-3%	-7	-3%	18%	1	-7%
COc1ccccc1OCC(=O)Nc1ccccc1C(=O)N1CCCCC1	0%	-8%	21	-3%	-25%	5	-1%
CCOC(=O)COc1ccc(S(=O)(=O)N2CCN(c3ccccc3F)CC2)cc1	-3%	9%	-25	-2%	x	-3	2%
CCOc1ccc(C(=O)NCCCN(CC)CC)cc1	-5%	6%	-9	4%	72%[activator]	-8	20%
O=C(NC1CC1)c1nc(Cn2cc([N+](=O)[O-])cn2)no1	-3%	-6%	2	-1%	-20%	-8	13%
CC1=CC(=O)CC2C1(C)CCC(C)C2(C)CCC(C)CC(=O)O (centres undefined)	-5%	4%	-11	4%	-23%	-4	-11%
N#Cc1ccc(OCC(=O)NCC(c2cccs2)N2CCOCC2)cc1 (centres undefined)	63%[activator]	-7%	-2	-6%	0%	-1	-4%
COC(=O)[C@H](C)NC(=O)NCc1ccc(S(N)(=O)=O)cc1	2%	-1%	2	-2%	31%[activator]	-2	110%[activator]
N#Cc1ccc(S(=O)(=O)N2CCC(C(=O)Nc3cccc(C(=O)NC4CC4)c3)CC2)cc1	5%	x	x	-4%	-53%	x	u
CC1CN(C(=O)C(C)Sc2nc3ccccc3s2)CC(C)O1 (centres undefined)	-9%	5%	30	-10%	-2%	9	u
O=C(N/N=C/c1ccco1)C1COc2ccccc2O1 (centres undefined)	12%	-5%	-4	-6%	6%	-4	-5%
CC(C)CC(COCc1ccc(Cl)cc1)N1CCN(C(=O)c2cccc(C(F)(F)F)c2)CCC1=O (centres undefined)	-3%	1%	-9	-1%	u	-3	u
COc1ccc(Cl)cc1NC(=O)c1nnn(CC(=O)Nc2ccc3c(c2)OCO3)c1N	8%	1%	-11	3%	15µM*	-9	29%
CC(C)c1ccc(N(CC(=O)NCc2ccc(F)cc2)C(=O)c2csnn2)cc1	5%	-1%	3	-5%	19%	-1	-15%
Cc1cc(=O)oc2cc(OCC(=O)Nc3ccc(CN4CCOCC4)cc3)ccc12	9%	-3%	15	0%	2%	9	u
O=C(N/C=N/O)C(c1ccccc1)c1ncc(C(F)(F)F)cc1Cl (centres undefined)	5%	0%	-8	-5%	-2%	6	x
CCCCCc1c(C)nc(Nc2ccc(F)cc2)[nH]c1=O	1%	5%	2	4%	x	8	u
O=C(c1ccc([N+](=O)[O-])cc1)N1CCN(C(=O)c2cccs2)CC1	3%	-6%	-9	-2%	4%	15	1%
COc1cccc(NC(=S)N(CCN(C)C)C(C)c2ccco2)c1 (centres undefined)	-3%	1%	-2	-10%	u	15	-11%
Nc1nonc1-n1nnc(C(=O)N/N=C/c2c(F)cccc2Cl)c1-c1ccc2c(c1)OCO2	12%	-1%	-1	-1%	6.6µM*	0	13µM*
CN(C)c1ccc(CNC(=O)C2CCN(S(=O)(=O)c3ccc4c(c3)CCC(=O)N4)CC2)cc1	-5%	7%	18	-7%	-6%	-5	x
O=C(CCS(=O)(=O)c1ccc(Br)cc1)NCc1ccco1	-14%	1%	-3	-6%	-28%	2	40%[activator]
Cc1ccc(S(=O)(=O)N2CCN(C(=O)CSc3n[nH]c(N)n3)CC2)c(C)c1	14%	x	x	-3%	-30%	x	u
CCOc1ccc(S(=O)(=O)N(CC)CC)cc1NC(=O)CSCc1c(C)noc1C	5%	x	x	-6%	u	x	u
O=C(Nc1cccc(/C=C/c2nc3ccccc3c(=O)[nH]2)c1)c1ccccc1Cl	-1%	-2%	39	-4%	3%	11*	4%
